Screening results (PubChem)
EP2 antag: blocks the human prostaglandin E2 receptor EP2; P43116; C6 glioma cells expressing human EP2, cAMP TR-FRET; cells stimulated with saturating PGE2; inhibition, % at 25 µM; 0.52% of 260,000 active; AID 1422;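 active = percent inhibition above 40 after rounding to a whole number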;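 note: rat C6 glioma host cells with rolipram phosphodiesterase inhibitor present; the protocol text gives 20 µM as final concentration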
Target sequence (P43116 whole entry, looked up): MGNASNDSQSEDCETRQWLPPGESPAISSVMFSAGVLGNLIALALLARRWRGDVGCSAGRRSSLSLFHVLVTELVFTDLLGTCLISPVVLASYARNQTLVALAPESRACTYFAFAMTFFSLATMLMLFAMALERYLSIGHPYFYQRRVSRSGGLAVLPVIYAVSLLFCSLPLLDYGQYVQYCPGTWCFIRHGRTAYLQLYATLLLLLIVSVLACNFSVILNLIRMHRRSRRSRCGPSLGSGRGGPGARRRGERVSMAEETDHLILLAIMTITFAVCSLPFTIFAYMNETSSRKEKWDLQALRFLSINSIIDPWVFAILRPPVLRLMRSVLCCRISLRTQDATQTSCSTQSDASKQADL
CHOP inhibitor: blocks CHOP induction under ER stress; CHO-K1 CHOP-promoter luciferase, tunicamycin-induced, 15-18 h; AID 2732; inhibition, % at 10 µM; 3.8% of 220,000 active;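 active = compounds that reduced the stress-induced luciferase reporter signal by more than about 70% of percent inhibition, limit read from the data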;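 note: 0% = tunicamycin plus vehicle and 100% = wells without tunicamycin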
PPC-1+TRAIL kill: compounds killing PPC-1 cancer cells with TRAIL present (potentiator screen, no TRAIL-free arm). PPC-1 cells + TRAIL, ATPLite viability luminescence. cell killing (% activity), % at 4 µM. 0.41% of 220,000 active. AID 1443;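 active = cell killing above 50% in the first pass at 4 µM, then a duplicate retest at 5 µM averaging 50% or more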;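 note: plate controls were cells with TRAIL plus DMSO for no effect and medium-only wells lacking cells for full effect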
FXIa inh 1536: blocks human coagulation factor XIa protease activity; P03951; purified FXIa, Boc-Glu-Ala-Arg-AMC fluorogenic substrate; inhibition, % at 5 µM; 0.14% of 220,000 active; AID 798;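 active = inhibition of at least 40%; inactive = inhibition below 40%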;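 note: fluorescence of freed AMC excited at 355 nm; 0% = enzyme without compound and 100% = no enzyme blank; many of its hits are not listed in these tables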
TNF necrop inh: TNF-alpha cell death inhibition in Jurkat FADD-/- cells | Jurkat FADD-/- TNF necroptosis rescue, ATP luminescence, 24 h; 0 = TNF only, 100 = no-TNF cells | 0.068% of 220,000 active | activation (protection from cell death), % at 10 µM;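 active = activation, meaning protection from cell death, of at least 50% relative to plate controls; inactive = activation below 50%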;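 note: necroptosis triggered by 40 ng/mL TNF-alpha added together with compound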
FXIIa inh: blocks human coagulation factor XIIa protease activity | purified FXIIa, Boc-QGR-AMC fluorogenic substrate, 2 h | inhibition, % at 5 µM | 0.3% of 220,000 active | AID 800; in the data active = inhibition above about 40%;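 note: 0% = enzyme with no compound and 100% = blank without enzyme; many of its hits are not listed in these tables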
Wee1 stabilizer: inhibitors of human Wee1 degradation; AID 1321; P30291; HeLa Luc-Wee1K328M stability, luciferase luminescence; 100% = proteasome inhibitor MG132 effect; 1.2% of 220,000 active; reporter increase, % at 5 µM;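 active = activation above the mean of all tested compounds plus 3 SD, set per screening run, cut at about 8.8% in these data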;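 note: cells exposed to compound for 20 h before luminescence read; 0% = DMSO alone and 100% = MG132 at 30 µM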
Target sequence (P30291 whole entry K328M): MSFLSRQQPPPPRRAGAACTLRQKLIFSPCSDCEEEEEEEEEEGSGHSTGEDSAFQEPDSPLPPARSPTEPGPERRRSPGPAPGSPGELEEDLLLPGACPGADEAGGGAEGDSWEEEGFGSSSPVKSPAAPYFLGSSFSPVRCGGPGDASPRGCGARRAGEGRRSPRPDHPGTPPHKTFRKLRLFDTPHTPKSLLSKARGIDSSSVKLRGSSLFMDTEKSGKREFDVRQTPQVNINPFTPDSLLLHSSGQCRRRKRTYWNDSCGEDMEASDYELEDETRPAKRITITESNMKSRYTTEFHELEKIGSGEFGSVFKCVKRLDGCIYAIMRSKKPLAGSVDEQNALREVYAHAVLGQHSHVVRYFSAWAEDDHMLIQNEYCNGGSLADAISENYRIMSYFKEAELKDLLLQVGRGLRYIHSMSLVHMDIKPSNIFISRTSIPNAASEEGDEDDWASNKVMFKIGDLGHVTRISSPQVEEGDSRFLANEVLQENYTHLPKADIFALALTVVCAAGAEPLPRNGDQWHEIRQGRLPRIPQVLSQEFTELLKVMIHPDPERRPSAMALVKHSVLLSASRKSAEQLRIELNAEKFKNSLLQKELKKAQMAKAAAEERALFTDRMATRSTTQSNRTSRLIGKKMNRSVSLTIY
Tb hexokinase: blocks Trypanosoma brucei hexokinase 1 activity. recombinant TbHK1, G6PDH-coupled NADH A340. inhibition, % at 10 µM. 0.11% of 220,000 active;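 active = inhibition of 50% or more in the single-dose primary screen; inactive = inhibition below 50%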
L929 necroptosis: L929 zVAD cell death inhibition; L929 zVAD necroptosis rescue, ATP luminescence, 24 h; with zVAD 60 µM; viability rescue, % at 10 µM; 0.38% of 220,000 active;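 active = activation, scaled between plate controls, above about 75%, limit read from the data; inactive = activation under that limit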;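 note: 0% = zVAD with DMSO and 100% = DMSO alone without zVAD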
* = called active by the depositor; . = no result given; & = joins results of further samples. This is a subset; the hit share may differ from the screen's.

Screens in order – TNF necrop inh	CHOP inhibitor	L929 necroptosis	FXIIa inh	PPC-1+TRAIL kill	EP2 antag	Tb hexokinase	FXIa inh 1536	Wee1 stabilizer
> CC(CCC(=O)O)C1CC[C@@]2(C)C3C(=O)CC4C(C)(C)C(O)CC[C@]4(C)C3C(=O)C[C@]12C (stereo partly specified)
    1.6	-13	-0.1	9	-21	13	-9	0	-1
> Cc1ccc(NC2=CC(=O)C(=O)c3ccccc32)cc1
    -12	12	46	-1	49	25	-9	9	0
> Cc1ccc([N+](=O)[O-])cc1NC(=O)CN(C(=O)c1ccccc1Cl)C1CCCCC1
    0.5	32	-0.2	15	-7	8	-1	6	-3
> COc1ccc(C(=O)Nc2ccc(S(=O)(=O)N3CCCCC3)cc2)cc1OC
    2.2	56	0.4	12	7	12	8	0	1
> Cc1cccc(OCc2nnc(SCC(=O)Nc3cccc(C(=O)N4CCOCC4)c3)n2C)c1
    1.0	16	0.2	5	22	5	-4	3	1
> Brc1nc(Br)n(Cc2ccccc2)n1
    43	9	7.0	.	-14	4	-1	-5	1
> O=C(NC(=S)Nc1cc(S(=O)(=O)N2CCOCC2)ccc1N1CCOCC1)c1ccco1
    -0.6	0	0.4	7	-9	6	-10	-4	-2
> COc1ccccc1NC(=O)NCCN1CCNC1=O
    -0.3	-5	-0.3	2	-4	7	6	-5	0
> CCc1cc(=O)oc2cc(C)c(CN3CCCC(C)C3)c(O)c12 (stereo unspecified)
    -2.8	14	-0.6	6	-7	12	-1	-1	0
> COc1ccc(CNC(=O)c2ccc3c(c2)N(C)C(=O)CS3=O)cc1 (stereo unspecified)
    0.2	30	0.1	8	12	6	-1	0	0
> Cc1nnc(SCc2nc3ccccc3nc2C)s1
    1.5	2	-1.1	26	-11	20	-6	9	-1
> C[N+]1(CC2COC3(CCCCC3)O2)CCCCC1 (stereo unspecified)
    3.7	-5	1.1	1	-18	10	-6	-4	-3
> COCCNC(=O)c1ccccc1NC(=O)c1ccccc1N(C)S(=O)(=O)c1ccc(C)cc1
    -0.4	22	-1.0	11	16	12	-9	-2	1
> O=C(COC(=O)c1ccc([N+](=O)[O-])o1)Nc1nc2ccccc2s1
    10	10	1.5	5	0	13	-19	4	-3
> CC/C(=N/NS(=O)(=O)c1ccc(Cl)cc1)c1ccc(O)cc1
    0.5	29	0.6	0	11	4	25	-5	-1
> Cc1nc2ncnn2c(C)c1CCC(=O)N1CCc2ccccc21
    -0.9	44	0.9	-14	10	8	0	-2	-2
> CCOc1ccc(C(=O)OCC(=O)Nc2cc(C)on2)cc1OCC
    2.2	27	0.6	6	24	10	-5	-8	-2
> CC(=O)c1cccc(NC(=O)CN(c2ccccc2F)S(C)(=O)=O)c1
    0.0	6	0.0	3	30	4	-2	-5	1
> N#C/C(=C\c1ccc[nH]1)C(=O)N1CCCCC1
    -1.6	2	1.2	8	23	13	-79	-6	-1
> CCCCc1ccc(-c2c(C#N)c(N)nc3c2CCCC3)s1
    -5.3	8	0.2	6	13	9	-12	-2	-3
> N#C/C(=N\O)c1nc2ccccc2s1
    1.6	-25	0.8	26	2	11	-33	30	1
> CC(=O)c1ccc(NC(=O)CSCC(=O)Nc2ccc3ccccc3c2)cc1
    1.4	39	0.1	7	3	10	-4	4	-1
> COc1ccc(/C=N/NC(=O)c2ccoc2C)cc1COc1c(C)cccc1C
    -20	88*	56	6	1	22	-4	-10	8
> N#C/C(=C/c1cn(CC(=O)O)c2ccccc12)C(=O)NCc1ccccc1
    0.2	-2	-0.4	4	14	5	-21	-1	-1
> Cc1cc(C)c2c3c(sc2n1)C(=O)N(c1ccccc1)CC(=O)N3
    0.7	4	0.1	6	3	10	-17	-8	0
> Cc1ccccc1C1C(C#N)=C2NC(=O)c3c(sc4c3CCCCC4)N2C2=C1C(=O)CC(C)(C)C2 (stereo unspecified)
    -4.1	0	0.0	11	12	.	6	0	-3
> O=C(c1ccco1)N1CCn2cccc2C1c1ccccc1 (stereo unspecified)
    -0.5	-12	0.1	2	11	0	-2	-5	2
> CC1CN(C(=O)C2(C)CC2(Cl)Cl)CC(C)O1 (stereo unspecified)
    0.1	-15	0.8	-2	4	9	-7	-5	-2
> CCn1cc(C(=O)OCC(=O)Nc2cccc(Cl)c2Cl)c(=O)c2ccc(C)nc21
    -1.7	59	1.6	4	-5	2	-1	-10	0
> O=S1(=O)NC(=NCc2ccccc2)c2ccccc21
    -1.4	19	0.4	1	12	6	3	-6	0
> Cc1cc(S(=O)(=O)N2CCCC2)ccc1OCC(=O)N1CCC(C(N)=O)CC1
    0.1	-19	0.2	1	-8	1	2	-5	2
> O=[N+]([O-])c1cccc(Cl)c1CSc1ccccn1
    -0.8	17	0.8	9	12	4	2	24	-1
> COc1ccc(NC(=O)CS(=O)(=O)c2cn(CC(=O)N3CCOCC3)c3ccccc23)cc1
    2.0	3	0.6	1	4	7	-1	-6	1
> CCc1cc2c(=O)[nH]c(N3CCCC3)nc2s1
    2.2	-7	1.6	2	12	7	-7	-10	0
> CC(Sc1ccsc1[N+](=O)[O-])C(=O)NCCc1ccc(Cl)cc1 (stereo unspecified)
    0.0	39	-0.7	5	3	5	-13	0	-1
> CC(C)CCSc1nc2[nH]ncc2c(=O)[nH]1
    1.5	10	2.6	5	21	5	-7	-6	2
> CCOC(=O)C1=C(N)OC2=C(C(=O)CCC2)C1c1ccco1 (stereo unspecified)
    -1.3	-8	-0.4	4	13	8	-1	-1	-1
> O=C1N=c2ccccc2=C1c1sc(=S)n(NC(=O)c2cccc(O)c2)c1O
    0.2	8	6.5	7	13	19	-6	0	1
> O=C(Nc1ccccc1)c1nnsc1S(=O)c1ccc(Cl)cc1 (stereo unspecified)
    -25	75*	27	5	2	142*	1	-3	3
> O=C(Cn1c(O)c(/C=C2\C=Nc3ccc(Br)cc32)sc1=O)N1CCCC1
    -3.9	23	-0.2	-6	24	.	-29	-7	-1
> O=C1C2C3c4ccccc4C(c4ccccc43)C2C(=O)N1c1nc(-c2ccccc2)cs1 (stereo unspecified)
    -2.7	21	-0.1	13	6	12	-10	6	-2
> Cc1ccc(NNC(=O)c2cc(C(C)(C)C)nn2Cc2ccccc2)cc1
    -2.9	10	0.5	2	3	9	4	-8	3
> CCOC(=O)c1cn(Cc2ccccc2)c2cc(C)nn2c1=O
    0.0	7	-0.2	9	0	5	-4	2	1
> Cc1ccc2c(c1)N(C(=O)NC1CCCCC1)C(C)(C)CC2C (stereo unspecified)
    16	39	82*	7	-3	14	-9	-4	-3
> COc1cc(C(=S)N2CCOCC2)cc(OC)c1OS(=O)(=O)c1ccc(NC(C)=O)cc1
    -0.6	13	0.5	16	13	6	3	0	-1
> CCN(CC)C1=CC2=CC(=C(C#N)C#N)CCC2CC1 (stereo unspecified)
    4.4	42	.	12	-11	5	-1	7	-1
> CCOC(=O)c1cc2n(n1)C(C(F)(F)C(F)(F)F)CC(C)N2 (stereo unspecified)
    -1.0	23	0.3	10	8	6	-1	3	-1
> CC1=NN(c2ccccc2)C(=O)/C1=C\N1CC(C)OC(C)C1 (stereo unspecified)
    -6.9	9	0.1	16	11	8	-15	7	-1
> COc1ccccc1-c1cc(C(F)(F)F)nc(NCc2ccco2)n1
    -0.5	47	1.5	26	14	4	-2	8	1
> Cc1csc(=Nc2cccnc2)n1CC1CCCCC1
    5.0	39	0.4	7	5	22	-4	6	-1
> CCC(C)N1C(=O)CCC1C(=O)O (stereo unspecified)
    1.5	-30	-0.2	11	15	17	-4	6	-2
> Cc1ccc(S(=O)(=O)NNc2ccccc2)c(C)c1
    2.3	-26	1.5	9	8	5	35	4	1
> Cc1nc(N)sc1N=Nc1ccc(F)cc1
    0.5	-40	0.9	-5	10	26	-10	3	4
> O=C(NCCNc1ccc([N+](=O)[O-])cc1)c1cccc(Br)c1
    -1.0	-1	0.5	8	20	9	-5	11	9.4*
> O=C(Nn1nnnc1Nc1ccccc1)C12CC3CC(CC(C3)C1)C2
    0.3	94*	2.0	-18	11	11	-1	-6	3
> O=[N+]([O-])c1ccc(Nc2ccccc2F)nc1
    73*	7	50	8	15	9&11	-7	-7	-2
> Cc1ccc(C)c(N2CCN(C(=O)c3csc(C)c3C)CC2)c1
    1.8	65	66	-1	22	5	-5	2	-3
> NC1=C([N+](=O)[O-])C(c2ccccc2)C2=C(CCCC2=O)O1 (stereo unspecified)
    2.0	-14	.	8	10	3	-5	-2	-2
> CN(C)C(=O)N1CCC(C(=O)NCc2ccccc2Cl)CC1
    0.8	-5	0.5	19	12	10	-9	8	0
> CC(=O)c1ccc(Cc2cnc(N)s2)cc1
    -0.5	33	0.0	10	8	8	4	6	2
> O=C1C(C=NCc2ccco2)=C(O)c2ccccc21
    -2.3	-11	0.7	18	7	6	-21	6	-3
> COc1ccc(CCNC(=O)c2[nH]c(C)c(C(C)=O)c2C)cc1OC
    2.3	3	0.9	-11	7	14	3	-6	-3
> O=C(CN1CCN(S(=O)(=O)c2ccc(Br)cc2)CC1)Nc1ccc2c(c1)OCO2
    3.7	12	2.6	2	-12	14	1	-1	-3

Copied from above (13 entries):
Screens in order – TNF necrop inh	CHOP inhibitor	L929 necroptosis	FXIIa inh	PPC-1+TRAIL kill	EP2 antag	Tb hexokinase	FXIa inh 1536	Wee1 stabilizer
> COc1ccccc1-c1cc(C(F)(F)F)nc(NCc2ccco2)n1
    -0.5	47	1.5	26	14	4	-2	8	1
> Cc1csc(=Nc2cccnc2)n1CC1CCCCC1
    5.0	39	0.4	7	5	22	-4	6	-1
> CCC(C)N1C(=O)CCC1C(=O)O (stereo unspecified)
    1.5	-30	-0.2	11	15	17	-4	6	-2
> Cc1ccc(S(=O)(=O)NNc2ccccc2)c(C)c1
    2.3	-26	1.5	9	8	5	35	4	1
> Cc1nc(N)sc1N=Nc1ccc(F)cc1
    0.5	-40	0.9	-5	10	26	-10	3	4
> O=C(NCCNc1ccc([N+](=O)[O-])cc1)c1cccc(Br)c1
    -1.0	-1	0.5	8	20	9	-5	11	9.4*
> O=C(Nn1nnnc1Nc1ccccc1)C12CC3CC(CC(C3)C1)C2
    0.3	94*	2.0	-18	11	11	-1	-6	3
> O=[N+]([O-])c1ccc(Nc2ccccc2F)nc1
    73*	7	50	8	15	9&11	-7	-7	-2
> Cc1ccc(C)c(N2CCN(C(=O)c3csc(C)c3C)CC2)c1
    1.8	65	66	-1	22	5	-5	2	-3
> NC1=C([N+](=O)[O-])C(c2ccccc2)C2=C(CCCC2=O)O1 (stereo unspecified)
    2.0	-14	.	8	10	3	-5	-2	-2
> CN(C)C(=O)N1CCC(C(=O)NCc2ccccc2Cl)CC1
    0.8	-5	0.5	19	12	10	-9	8	0
> CC(=O)c1ccc(Cc2cnc(N)s2)cc1
    -0.5	33	0.0	10	8	8	4	6	2
> O=C1C(C=NCc2ccco2)=C(O)c2ccccc21
    -2.3	-11	0.7	18	7	6	-21	6	-3
